# High-throughput results as filed in PubChem BioAssay.
# ARNT-TACC3 inh = ARNT/TACC3 interaction disruption; AID 623870; AlphaScreen His-ARNT PAS-B/GST-TACC3 binding, luminescence; TACC3 fragment carries E629A point mutation; 390,000 compounds, 0.66% hits; Q9Y6A5; inhibition, % at 9.99 µM;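 active = mean inhibition of replicates at least 50% and at least half of replicates each reaching 50%; inconclusive = half or more replicates reach 50% but mean below 50%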;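 note: 0% = complete ARNT plus TACC3 wells and 100% = ARNT alone without TACC3; many hits fall short of the cut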
# INS-1E GSIS act = primary screen for activators of insulin secretion dependent on glucose, INS-1E cells, GLuc reporter luminescence; INS-1E GLuc reporter insulin secretion, 2-3 h; 370,000 compounds, 0.61% hits; activation, % at 16.6 µM;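 active = lowest replicate activation of at least 40%, so every replicate reaches that level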;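 note: 0% = median of neutral control wells and 100% = median of IBMX positive control wells; some compounds called inactive have numbers as strong as hits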
# LGR2 antag = Drosophila LGR2 receptor signaling inhibition. AID 720647. inhibition, % at 9.99 µM. HEK293 LGR2, CRE-luciferase, bursicon-stimulated, 4 h. 380,000 compounds, 0.35% hits;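 active = drop in luminescence signal, shown as inhibition above about 50% in the replicate tests, limit read from the data, passing the limit was not always enough; inconclusive = probably only some replicates passing the limit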;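 note: agonist challenge used bursicon conditioned medium at about half maximal strength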
# PGC1a acetyl inh = modulators of PGC1a acetylation | U2OS PGC1a acetylation, AlphaScreen anti-acetyl-lysine; with virally co-expressed GCN5 acetyltransferase | inhibition, % at 15.6 µM | 350,000 compounds, 0.17% hits;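 active = every replicate shows inhibition of at least 40%; inconclusive = mean inhibition at least 40% but some replicate below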;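 note: 0% = neutral control wells and 100% = positive control wells; some results beyond the cut were filed as inactive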
# C2C12 statin = protects C2C12 myotubes from simvastatin toxicity. ATP luminescence, 48 h; scaled: DMSO 0, geranylgeraniol control 100. rescue of ATP level, % at 7.49 µM. 330,000 compounds, 0.78% hits. AID 602340;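 active = mean ATP rescue above about 67%, or every replicate alone reaching that limit, limit read from the data, passing the limit was not always enough; inconclusive = no clear call, values can overlap the other calls; inactive = mean under the limit and some replicate under it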;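 note: myotubes were challenged with 10 µM simvastatin during compound exposure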
# Cneo AK release = causes C. neoformans cell lysis; adenylate kinase release luminescence, 4 h; normalised: neutral wells 0, clomiphene wells 100; lysis activity, % at 15 µM; 360,000 compounds, 0.2% hits; AID 651654;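 active = mean lysis activity across replicates of at least 80%, whatever share of replicates individually reach that level; inactive = mean lysis activity below 80%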
#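 Schedule: static 4 h at 37 °C with compound, 1 h detection; system: C. neoformans cells; benchmarks: Clomiphene as positive control; buffer or medium: fresh YPD medium; measure: luminescence rise reflecting yeast cell lysis; measured by: luminescent adenylate kinase detection reagent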
# PglD inh = inhibitors of Campylobacter jejuni PglD acetyltransferase. purified PglD enzyme, DTNB colorimetric CoA detection. inhibition, % at 12.5 µM. 360,000 compounds, 0.098% hits. AID 602405; in the data active = inhibition above about 16%, passing the limit was not always enough; inconclusive = no clear call, values can overlap the other calls; note: strong numbers were not always called active
# PAX8 reporter = lowers PAX8-driven luciferase in RMG-I cells; RMG-I TPO-luciferase reporter, SteadyGlo, 24 h; inhibition, % at 12.6 µM; 360,000 compounds, 1.2% hits; AID 652154;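 active = mean replicate inhibition at least 60% with every replicate also reaching 60%; inconclusive = only one of the two criteria is met; inactive = mean below 60% and not all replicates reaching 60%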;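 note: luciferase light reporting Pax8 driven TPO promoter activity; plate controls were median of neutral control wells for no effect and mitoxantrone controls for full effect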
# * = called active by the depositor; ? = inconclusive; / = not tested or not shown. Rows were taken by chance. About 2.9% of those tested had a hit in this group.
SMILES,ARNT-TACC3 inh,INS-1E GSIS act,LGR2 antag,PGC1a acetyl inh,C2C12 statin,Cneo AK release,PglD inh,PAX8 reporter
CCOc1ccc(C(C(=O)NC(C)(C)C)N(CCOC)C(=O)CCC(=O)Nc2nccs2)cc1 (stereo unspecified),-5,9,-6,-9,1,0,1,4
COc1ccc(OCCOc2ccc(S(=O)(=O)N3CCCC3)cc2[N+](=O)[O-])cc1,-4,-3,17,-15,2,0,-1,2
Cc1ccc(-c2cc(-c3ccccc3)no2)c(O)c1,-3,23,?,-7,/,-6,-5,-49
Cc1noc(C)c1S(=O)(=O)N(C)C[C@@H]1Oc2ccc(NC(=O)CCN3CCOCC3)cc2CC(=O)N([C@@H](C)CO)C[C@H]1C,/,4,6,-8,/,/,/,-20
Cc1ccc(C)c(NS(=O)(=O)c2ccc3[nH]c(=O)oc3c2)c1,-11,16,/,2,1,-2,1,11
COc1ccc(OC)c2c1C(=O)CC2C (stereo unspecified),/,-7,-4,7,-7,0,1,-3
Cc1ccc2nc(C)c(C(=O)NN=C3CCN(C)CC3)n2c1,5,-6,17,2,/,/,/,4
C=C1[C@H](C)CN(S(=O)(=O)C(C)(C)C)[C@H]1CCO,-5,3,7,10,4,-2,0,-3
COCC(=O)N1C[C@H](C)[C@@H](OC)CN(C)C(=O)c2ccc(NC(=O)Nc3cccc(F)c3)cc2OC[C@H]1C,/,-4,-5,-29,4,/,/,/
COC(=O)c1ccc(C(C(=O)NC2CCCCC2)N(CCc2ccccc2)C(=O)Cc2cccs2)cc1 (stereo unspecified),-5,-3,1,17,/,-2,-7,-4
COc1ccc(NC(=O)Nc2ccc3nccnc3c2)cc1,-4,/,/,13,-26,-4,-3,/
CC(C)[C@H](NC(=O)c1ccccc1)C(=O)OCC(=O)c1ccc(S(=O)(=O)N2CCCCC2)cc1,-7,1,9,6,3,-4,2,-4
CCn1c(SCC(=O)Nc2ccc(S(N)(=O)=O)cc2)nnc1-c1cccc(OC)c1,-4,1,28,13,9,1,7,/
O=[N+]([O-])c1ccc(O)c(C=Nc2ccc3nc(-c4ccccc4)[nH]c3c2)c1,-4,3,-49,/,/,/,/,-19
Cc1ccc(S(=O)(=O)c2ccc(Oc3cccc(C)c3)cc2)cc1,-3,/,/,-25,/,-3,-1,16

# By substructure: the entries above containing a nitro group on carbon.
SMILES,ARNT-TACC3 inh,INS-1E GSIS act,LGR2 antag,PGC1a acetyl inh,C2C12 statin,Cneo AK release,PglD inh,PAX8 reporter
COc1ccc(OCCOc2ccc(S(=O)(=O)N3CCCC3)cc2[N+](=O)[O-])cc1,-4,-3,17,-15,2,0,-1,2
O=[N+]([O-])c1ccc(O)c(C=Nc2ccc3nc(-c4ccccc4)[nH]c3c2)c1,-4,3,-49,/,/,/,/,-19

# (list continues)
SMILES,ARNT-TACC3 inh,INS-1E GSIS act,LGR2 antag,PGC1a acetyl inh,C2C12 statin,Cneo AK release,PglD inh,PAX8 reporter
O=C(CCC1CCCCC1)NCc1ccc(F)cc1,-6,-10,-19,/,/,/,/,33
CC(C)NC(=O)N1C[C@@H]2[C@H](c3ccccc31)[C@H](CO)N2C(=O)Nc1cccc(F)c1,1,-9,-3,-5,-5,-3,-2,-3
Cc1ccc(NS(=O)(=O)c2cccc(C(=O)n3ncc(C#N)c3N)c2)c(C)c1,-1,3,/,-1,10,-2,6,0
C=CCOc1ccc(CNc2ccc3[nH]c(=O)[nH]c3c2)cc1,1,3,5,-7,/,/,/,17
CCOc1ccc(CCN2C(=S)N([C@@H](Cc3ccc(O)cc3)CN3CCC[C@@H]3CN3C(=S)NC[C@@H]3Cc3ccccc3)C[C@@H]2CC(C)C)cc1,/,7,9,-5,-10,-1,-5,34
Cc1cc2cc(C=O)c(Cl)nc2cc1C,8,/,/,-5,5,4,6,-58
CC(=O)C(c1ccccc1)C(c1ccccc1)C(C)[N+](=O)[O-] (stereo unspecified),-1,2,-3,-11,15,-4,8,-15
CCc1csc(N2[C@@H](C#N)[C@@H](c3ccc(C#Cc4ccc(F)cc4)cc3)[C@@H]2CO)n1,0,1,-3,-20,-7,22,-1,?
Cc1noc(C)c1COc1ccc(C(=O)OCC(=O)Nc2ccc(C(=O)N(C)C)cc2)cc1,/,5,9,1,6,3,-7,-4
CC(C)c1cccc(-c2csc(C(C)(O)c3ccccc3)n2)c1 (stereo unspecified),/,31,-7,21,1,4,-4,-24
CNC[C@H]1OCCCC[C@H](C)Oc2ccc(NS(=O)(=O)c3ccc(C)cc3)cc2C(=O)N([C@H](C)CO)C[C@H]1C,-2,8,3,-2,-29,9,0,8
CCc1ccc(N(C(=O)c2csnn2)C(C(=O)NC(C)(C)C)c2ccccn2)cc1 (stereo unspecified),0,-22,-5,3,/,/,/,5
CCN1CCN(C(=O)c2ccc(OCC(=O)Nc3ccc(F)cc3)c(OC)c2)CC1,3,11,19,2,0,-1,0,0
CCCNC(=O)N1CC(=O)N2[C@H](CO)[C@@H](c3ccc(-c4ccc(C)cc4)cc3)[C@@H]2C1,/,-14,10,-6,/,/,/,4
C/C(=N\N1CCN(c2ccc(Cl)cc2)CC1)c1cccc([N+](=O)[O-])c1,/,-12,6,-7,17,4,7,5

# Arranged by count of non-hydrogen atoms (high to low): three of the compounds above.
SMILES,ARNT-TACC3 inh,INS-1E GSIS act,LGR2 antag,PGC1a acetyl inh,C2C12 statin,Cneo AK release,PglD inh,PAX8 reporter
Cc1noc(C)c1COc1ccc(C(=O)OCC(=O)Nc2ccc(C(=O)N(C)C)cc2)cc1,/,5,9,1,6,3,-7,-4
CCc1ccc(N(C(=O)c2csnn2)C(C(=O)NC(C)(C)C)c2ccccn2)cc1 (stereo unspecified),0,-22,-5,3,/,/,/,5
CC(C)c1cccc(-c2csc(C(C)(O)c3ccccc3)n2)c1 (stereo unspecified),/,31,-7,21,1,4,-4,-24

# (next part)
SMILES,ARNT-TACC3 inh,INS-1E GSIS act,LGR2 antag,PGC1a acetyl inh,C2C12 statin,Cneo AK release,PglD inh,PAX8 reporter
COc1cccc(S(=O)(=O)N(C)C[C@H]2Oc3ncc(C#CCN(C)C)cc3C(=O)N([C@@H](C)CO)C[C@H]2C)c1,6,1,24,-6,-1,-1,1,/
Cn1c(Nc2ccccc2)cc(=O)n(C)c1=O,-2,3,3,/,-3,0,-1,6
CCOC(=O)c1nncc(-c2ccccc2)n1,7,21,-8,/,2,0,-4,-27
CCOc1cc(N2CCOCC2)c(OCC)cc1NC(=O)Cn1cnc2c(=O)n(C)c(=O)n(C)c21,-17,-4,3,/,/,/,/,-3
CCOc1ccc(N(CC(=O)Nc2c(C)n(C)n(-c3ccccc3)c2=O)S(=O)(=O)c2ccc(F)cc2)cc1,0,-13,11,-3,5,0,0,13
COc1cccc(-c2noc(-c3cccnc3)n2)c1,-2,18,/,/,/,-8,1,/
NC(=O)c1ccc(NC(=O)CCNC(=O)c2ccco2)cc1,12,5,4,-1,/,/,/,2
O=c1c2ccccc2nc2n1C(CSc1ccc(Cl)cc1)CN2 (stereo unspecified),-3,/,/,2,-1,-1,2,/
C/C(=N/NC(=O)CN1CCN(Cc2ccccc2Cl)CC1)c1cccs1,/,1,-12,-7,-3,2,-1,-12
N#Cc1nc(-c2cccs2)oc1NCc1ccccc1Cl,20,/,/,-1,-3,2,/,/
CCC(=O)N(C)C[C@H]1Oc2cc(C#C[C@H](C)O)ccc2S(=O)(=O)N([C@H](C)CO)C[C@@H]1C,-10,17,2,-2,-1,4,-4,-26
CCOC(=O)c1cc(NC(=O)Nc2ccc(OC)c(OC)c2)c(C)nc1C,-2,/,/,0,/,-1,3,/
C[C@H](NC(=O)C[C@@H]1CC[C@@H](NC(=O)C2CCOCC2)[C@@H](CO)O1)c1ccccc1,-3,-11,1,-3,-11,11,-2,-13
Cc1ccc(S(=O)(=O)N(C)C[C@@H]2OCCCC[C@@H](C)Oc3ccc(NS(=O)(=O)c4ccc(F)cc4)cc3C(=O)N([C@H](C)CO)C[C@H]2C)cc1,14,-16,6,-17,-16,1,1,66*
CCCNC(=O)N(C)C[C@H]1Oc2ncc(Br)cc2C(=O)N([C@H](C)CO)C[C@@H]1C,-3,8,15,6,12,25,-1,24
C[C@@H]1CN([C@@H](C)CO)C(=O)CCCn2nncc2CO[C@@H]1CN(C)C(=O)NC1CCCC1,/,20,0,-4,1,/,/,-7
CCCNC(=O)N1C[C@H](C)[C@@H](OC)CN(C)C(=O)c2ccc(NS(C)(=O)=O)cc2OC[C@@H]1C,-8,-4,-6,2,-1,1,-2,/
CCN1CCN(c2nc(Nc3ccccc3F)nc(N)c2[N+](=O)[O-])CC1,4,26,-3,-2,13,-2,-7,-17
Oc1ccc(C(=S)N2CCN(c3cccc(Cl)c3)CC2)cc1,1,-15,-32,-10,/,/,/,-10
COCC(C)NCc1cc(Br)ccc1OC (stereo unspecified),-15,34,0,3,-3,0,-7,8
Cc1cc(NC(=O)CSc2ccc3nnc(CCNC(=O)c4ccccc4)n3n2)no1,-9,25,-1,/,/,/,/,10
Cc1cc(NC(=O)CCCSc2nc(-c3ccco3)cc(C(F)(F)F)n2)no1,1,4,4,-17,-20,6,-5,/
CO[C@H]1CN(C)C(=O)c2cc(NC(=O)C3CCCCC3)ccc2OC[C@H](C)N(C(=O)c2ccccc2)C[C@H]1C,1,-3,-4,-1,4,-3,1,11
O=C(CSc1nnnn1C1CC1)Nc1cccc(S(=O)(=O)N2CCCC2)c1,-2,3,-6,1,-2,1,1,6
COCC(=O)Nc1ccc(S(=O)(=O)NCCc2ccccc2)cc1,0,/,/,/,5,-2,1,6
Cc1cc(C)n2cc(CSc3nnnn3C)nc2n1,-11,/,/,3,8,2,5,/
Cc1cccc(/C=C/c2onc(C)c2S(=O)(=O)N2CCC(C(=O)N3CCC(C)CC3)CC2)c1,4,3,7,-11,2,3,-5,-14
C[C@H]1CN([C@@H](C)CO)S(=O)(=O)c2ccc(C#CC(C)(C)O)cc2O[C@@H]1CN(C)Cc1ccc(F)cc1,2,-11,22,-2,-33,-5,1,34
C/C(CC(=O)NCc1ccccc1)=N\NC(N)=S,21,2,-4,-15,/,/,/,-7
O=C(NC(=S)Nc1ccc2c(c1)OCCO2)c1cccc(Br)c1,5,6,-111,/,/,/,/,-187
CC(C)NC(=O)Nc1ccc2c(c1)C(=O)N([C@@H](C)CO)C[C@@H](C)[C@H](CN(C)C(=O)c1ccccc1)OCCCC[C@@H](C)O2,2,13,5,0,38,1,3,-6
Cc1ccc(O)c(NC(=O)c2cc(C)no2)c1,-6,1,4,-7,28,1,0,-17

# Rewritten with two lines to a compound: entries from further up.
# Values run as follows: ARNT-TACC3 inh | INS-1E GSIS act | LGR2 antag | PGC1a acetyl inh | C2C12 statin | Cneo AK release | PglD inh | PAX8 reporter
C[C@@H]1CN([C@@H](C)CO)C(=O)CCCn2nncc2CO[C@@H]1CN(C)C(=O)NC1CCCC1
    / | 20 | 0 | -4 | 1 | / | / | -7
CCCNC(=O)N1C[C@H](C)[C@@H](OC)CN(C)C(=O)c2ccc(NS(C)(=O)=O)cc2OC[C@@H]1C
    -8 | -4 | -6 | 2 | -1 | 1 | -2 | /
CCN1CCN(c2nc(Nc3ccccc3F)nc(N)c2[N+](=O)[O-])CC1
    4 | 26 | -3 | -2 | 13 | -2 | -7 | -17
Oc1ccc(C(=S)N2CCN(c3cccc(Cl)c3)CC2)cc1
    1 | -15 | -32 | -10 | / | / | / | -10
COCC(C)NCc1cc(Br)ccc1OC (stereo unspecified)
    -15 | 34 | 0 | 3 | -3 | 0 | -7 | 8
